# PGE2 EP2 inh – inhibitors of human EP2 prostaglandin E2 receptor; P43116; actives 0.52% (n = 260,000); inhibition, % at 25 µM; C6 glioma cells expressing human EP2, cAMP TR-FRET; cells stimulated with saturating PGE2;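 active = percent inhibition above 40 after rounding to a whole number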;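 note: rat C6 glioma host cells with rolipram phosphodiesterase inhibitor present; the protocol text gives 20 µM as final concentration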
# Target sequence (P43116 whole entry, looked up): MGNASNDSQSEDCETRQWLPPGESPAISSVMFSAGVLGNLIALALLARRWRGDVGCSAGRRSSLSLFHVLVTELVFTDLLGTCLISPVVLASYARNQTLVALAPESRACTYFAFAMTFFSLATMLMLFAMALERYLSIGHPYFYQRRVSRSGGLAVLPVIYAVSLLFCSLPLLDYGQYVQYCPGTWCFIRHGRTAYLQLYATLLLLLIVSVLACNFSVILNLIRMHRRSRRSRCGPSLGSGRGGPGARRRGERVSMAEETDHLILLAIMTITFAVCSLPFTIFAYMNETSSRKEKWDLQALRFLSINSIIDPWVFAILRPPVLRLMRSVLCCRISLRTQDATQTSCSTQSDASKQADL
# Runt-SMMHC FRET – inhibitors of human RUNX1 Runt domain binding to CBFb-SMMHC | Cerulean-Runt/Venus-CBFb-SMMHC FRET ratio 530/480, 1 h | Q01196+Q13951 | actives 0.74% (n = 220,000) | inhibition, % at 20 µM;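 active = mean inhibition across duplicate retests at 20 µM reaching about 50%, limit read from the data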;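 note: 0% = DMSO wells and 100% = wells with excess untagged CBFb-SMMHC; inhibitors lower the FRET ratio by blocking Runt binding to CBFb-SMMHC; some results filed as inactive read as strong as hits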
# zVAD death inh – blocks zVAD induced death of L929 cells; actives 0.38% (n = 220,000); AID 1377; L929 zVAD necroptosis rescue, ATP luminescence, 24 h; with zVAD 60 µM; viability rescue, % at 10 µM;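 active = activation, scaled between plate controls, above about 75%, limit read from the data; inactive = activation under that limit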;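 note: 0% = zVAD with DMSO and 100% = DMSO alone without zVAD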
# PERK inhibitor – inhibitors of human PERK kinase; CHO PERK-DD fusion, SEAP luminescence translation reporter; inhibition, % at 5.6 µM; actives 0.17% (n = 220,000);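 active = inhibition above the mean inhibition of all tested compounds plus 3 SD, set separately per screening campaign, cut at about 2.9% in these data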;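 note: PERK kinase domain activated by AP20187 dimerizer at 100 nM; 0% = DMSO with dimerizer and 100% = rapamycin at 8.4 µM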
# RBBP9 inh – inhibitors of human serine hydrolase RBBP9; inhibition, % at 7.94 µM; recombinant RBBP9, FP-Rh probe fluorescence polarization; O75884; AID 1515; actives 0.2% (n = 220,000);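 active = inhibition above the campaign mean of all tested compounds plus 3 SD, cut at about 14% in these data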;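 note: plate controls were DMSO wells with RBBP9 for no effect and wells lacking RBBP9 protein for full effect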
# Target sequence (O75884 whole entry, looked up): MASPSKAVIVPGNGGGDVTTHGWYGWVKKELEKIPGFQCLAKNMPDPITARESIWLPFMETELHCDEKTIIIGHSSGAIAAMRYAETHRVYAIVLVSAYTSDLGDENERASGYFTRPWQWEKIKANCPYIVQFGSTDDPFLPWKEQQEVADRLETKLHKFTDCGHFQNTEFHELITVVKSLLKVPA
#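 Test system: recombinant human RBBP9; Timing: 30 min then 45 min, 25 °C; Detection: fluorescence polarization; Control set: RBBP9 with DMSO as uninhibited control, no-protein wells as full inhibition; Compound dosing: one concentration, 7.94 µM nominal, 0.794% DMSO; Probe or stimulus: FP-Rh activity-based probe, 375 nM before mixing.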
# Runt-CBFb FRET – blocks binding of human RUNX1 Runt domain to CBFb; Q01196+Q13951; Cerulean-Runt/Venus-CBFb FRET ratio 530/480, 1 h; inhibition, % at 20 µM; actives 0.46% (n = 220,000); AID 1496;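 active = inhibition over about 50% at 20 µM in the single-dose screen, limit read from the data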;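 note: 0% = DMSO wells and 100% = excess unlabeled CBFb competitor control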
#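 Doses: 20 µM compound in 1% DMSO | Material: Cerulean-labeled Runt domain protein | Amount: Each fluorescent fusion protein 100 nM | Schedule: Two 1 h room-temperature incubations shielded from light | Measured by: FRET fluorescence | Evaluation: Loss of energy transfer signal | Controls: Unlabeled CBFb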
# Hck-Nef inh – inhibitors of human Hck kinase activated by Nef | P08631 | Recombinant Hck-YEEI plus Nef, Z-Lyte FRET kinase assay | inhibition, % at 20 µM | actives 0.68% (n = 220,000) | AID 463187;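 active = Hck-Nef kinase inhibition above about 50%, limit read from the data; inactive = inhibition below that limit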;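 note: 0% = DMSO with Hck plus Nef and 100% = Hck alone without Nef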
# Target sequence (P08631 whole entry, looked up): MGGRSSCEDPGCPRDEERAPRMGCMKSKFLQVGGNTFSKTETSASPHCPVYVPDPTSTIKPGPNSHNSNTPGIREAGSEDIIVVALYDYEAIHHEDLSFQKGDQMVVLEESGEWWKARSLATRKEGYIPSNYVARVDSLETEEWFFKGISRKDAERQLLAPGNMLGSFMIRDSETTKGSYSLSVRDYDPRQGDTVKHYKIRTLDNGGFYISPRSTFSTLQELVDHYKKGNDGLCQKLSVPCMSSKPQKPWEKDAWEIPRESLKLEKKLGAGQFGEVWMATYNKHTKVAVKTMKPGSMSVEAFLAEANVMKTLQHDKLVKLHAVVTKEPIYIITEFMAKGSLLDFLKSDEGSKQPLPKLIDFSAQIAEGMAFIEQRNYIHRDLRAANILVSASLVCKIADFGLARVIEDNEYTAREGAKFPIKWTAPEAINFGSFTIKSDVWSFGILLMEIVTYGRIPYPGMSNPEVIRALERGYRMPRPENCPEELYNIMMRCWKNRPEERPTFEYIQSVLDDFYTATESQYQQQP
# EP2 modulator – modulators of human EP2 prostaglandin E2 receptor. induction, % at 25 µM. AID 940. actives 0.83% (n = 260,000). EP2-expressing cells, cAMP HTRF FRET, PGE2 co-stimulation. P43116;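 active = compounds whose cAMP rise, as percent of the full-agonist control response, exceeds 60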;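 note: rat C6 glioma line stably carrying human EP2 under a CMV promoter; the protocol text gives 20 µM as final concentration; 100% = response of wells given 1 µM PGE2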
# TNF death inh – blocks TNF-alpha induced death of Jurkat FADD-/- cells | activation (protection from cell death), % at 10 µM | actives 0.068% (n = 220,000) | AID 463075 | Jurkat FADD-/- TNF necroptosis rescue, ATP luminescence, 24 h; 0 = TNF only, 100 = no-TNF cells;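 active = activation, meaning protection from cell death, of at least 50% relative to plate controls; inactive = activation below 50%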;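 note: necroptosis triggered by 40 ng/mL TNF-alpha added together with compound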
# Active calls of the source: *; / = no result given; & = joins results of further samples. This is a subset (hit frequency here may not be typical).
SMILES,PGE2 EP2 inh,Runt-SMMHC FRET,zVAD death inh,PERK inhibitor,RBBP9 inh,Runt-CBFb FRET,Hck-Nef inh,EP2 modulator,TNF death inh
CCOc1cc(/C=N/N=C2/NC(=O)C(CC(=O)O)S2)ccc1OS(=O)(=O)c1ccc(C)cc1 (stereo not drawn),5,-4,2.1,0.4,5,0,24,0,1.4
O=C(N/N=C/c1ccc(Cl)c([N+](=O)[O-])c1)c1cc(-c2ccccc2)nc2ccccc12,6,1,8.4,0.6,3,/,3,19,-3.0
CCCc1nc2ccc(NC(=O)c3cccs3)cc2c(=O)n1Cc1ccccc1Cl,9&10,-2,0.7,0.9,-7,-1,3,-30&24,5.1
CC(=O)Nc1ccc(NC(=O)CSc2ccc([N+](=O)[O-])cn2)cc1,4,-2,0.9,0.0,4,1,11,-27,1.1
CC(=O)C(C(C)=O)c1c(Cl)c(O)c(O)c2c(C(=O)c3ccccc3)coc12,57*,41,1.0,-0.4,26*,45,2,-27,-15
Cc1ccc(NCCC(=O)c2cccs2)cc1Cl,11,3,0.8,0.0,3,-1,0,-3,-2.4
N#C/C(=C\c1ccc(-c2ccccc2[N+](=O)[O-])o1)C(N)=O,18,-2,-0.7,-0.1,-8,1,-40,-19,-11
O=C(c1cc(-c2ccc(F)cc2)on1)N1CCCc2ccccc21,7,0,1.2,0.7,-2,-2,14,-35,0.9
COC(=O)c1sc(C(F)(F)F)c(-c2ccccc2)c1S(=O)(=O)N(C)C,9,-2,-0.2,0.3,-6,-3,13,-1,-0.9
COc1ccc2c3c1OC1CC(O)C=CC31CCN(C)C2 (stereo not drawn),16,-1,-0.4,3.1*,-1,0,2,-5,1.4
CN1CCN(c2cc(-c3ccccc3)nc3cc(-c4ccc(F)cc4)nn23)CC1,14,3,-0.4,-1.9,-9,-6,7,-5,-0.1
CCc1nnc(SCC(=O)Nc2ccc(N3CCOCC3)cc2)o1,15&19,0,0.2,0.8,-2,-1,0,-19&-40,0.7
Cc1ccccc1NC(=S)NCCc1ccccc1,9,1,-1.1,0.7,-2,-1,2,-79,-7.5
Fc1ccc(Cn2c(-c3cscn3)nc3ccccc32)c(Cl)c1,7,2,-0.3,-0.7,-3,0,-1,52,0.2
O=C(Cc1cccs1)NC1CCCC1,9,-1,14,1.1,-6,1,24,4,7.3
O=C(CCCCCn1c(SCc2ccncc2)nc2ccccc2c1=O)NCc1ccco1,8,2,-0.2,-0.1,-2,-2,0,20,0.1
O=C(Nc1ccc(Br)cc1)c1cccn1-c1ncc(C(F)(F)F)cc1Cl,6,0,-0.1,-0.2,-15,0,1,-50,0.7
Cc1cc(C)c(NC(=S)N2CCC(N(C)CC3CCCO3)CC2)c(C)c1 (stereo not drawn),8,-2,0.5,0.0,2,1,-2,15,0.6
CSCCC(NC(=O)C12CC3CC(CC(C3)C1)C2)C(=O)OCC(=O)c1ccccc1 (stereo not drawn),12,-9,0.3,-0.1,-9,-8,1,9,1.1
FC(F)(F)c1cccc(NC(=S)N(CCCN2CCCC2)Cc2cccn2Cc2ccc(Cl)cc2)c1,14,1,0.3,-0.4,-7,0,22,-3,0.2
CCOC(=O)C(C)n1cnc2c1c(=O)[nH]c(=O)n2C (stereo not drawn),5,3,-0.5,-0.4,-12,-1,6,6,-1.4
CSc1nc2c(c(=O)[nH]1)C(c1ccc(Br)cc1)CC(=O)N2 (stereo not drawn),7,-3,1.2,0.9,-3,1,18,21,0.9
Cc1cc(NS(=O)(=O)c2ccccc2)c([N+](=O)[O-])cc1C,11,-4,1.8,0.2,-9,-2,1,-12,1.5
Nc1nc(-c2ccccn2)nc(N)c1Cc1ccc(Cl)cc1Cl,6,0,21,-1.3,2,1,17,-8,-0.4
O=c1oc2ccccc2c(NCc2ccccc2F)c1[N+](=O)[O-],4,0,1.3,0.0,-6,-1,0,-40,0.6

# The list continues:
SMILES,PGE2 EP2 inh,Runt-SMMHC FRET,zVAD death inh,PERK inhibitor,RBBP9 inh,Runt-CBFb FRET,Hck-Nef inh,EP2 modulator,TNF death inh
CCN(CCNC(=O)CN1CCN(Cc2ccc(Cl)cc2)C1=O)c1ccccc1,12,0,0.0,-0.1,3,-2,4,-2,-2.7
CCn1c(Cc2ccccc2)nnc1SCC(=O)N1CCCCC1,11&16,1,-0.4,0.4,-2,-2,-7,-29&2,0.1
COc1ccc(-c2noc(CCC(=O)Nc3ccc4c(c3)OCCO4)n2)cc1,12,0,0.0,0.9,2,1,9,-17,0.4
COc1cc(CNc2ccc3c(c2)CCC3)cc(OC)c1O,9,1,1.5,-0.1,-10,2,1,30,-1.4
CC(C)N1C(=O)C2C(C(=O)NC3CCCCC3)C3C=CC2(O3)C1C(=O)NC1CCCCC1 (stereo not drawn),10&7,0,-0.5,-0.6,-1,-2,0,0&-14,0.0
O=C(NNS(=O)(=O)c1ccc(Cl)cc1)c1cccc(S(=O)(=O)N2CCOCC2)c1,5,0,0.2,0.8,3,0,22,16,1.5
CCSc1ccccc1C(=O)N1CCN(c2ccccc2F)CC1,8,1,1.1,0.2,1,0,13,9,-0.7
COc1ccc(NS(=O)(=O)c2cc(-c3nnnn3C)ccc2OC)cc1,6,-3,-0.1,0.6,6,-2,2,-44,-0.7
c1ccc(C2Nc3ccccc3-c3nc4ccccc4n32)cc1 (stereo not drawn),4,14,0.2,-0.7,-3,2,10,39,-1.2
O=C(Nc1cccc(Oc2ccc(C(=O)O)c(C(=O)O)c2)c1)c1ccc(-c2ccccc2)cc1,7,-9,0.8,1.2,-13,-9,66*,-41,3.0
COC(=O)CC1=C(C)C(=O)CC2C(C)(C)CCCC12C (stereo not drawn),9,2,0.4,0.3,-3,-2,0,12,0.2
O=c1[nH]c(-c2ccccn2)nc2ccccc12,-3,4,0.0,-0.4,-6,1,0,22,-1.9
Cc1ccc2cccnc2c1NC(=S)NC(=O)c1ccccc1,9,-2,0.1,0.0,-5,9,1,5,-3.8
CCN1C(=O)/C(=c2/s/c(=C3\SC(C)=C(C)N3CC)c(=O)n2CC)N(c2ccccc2)C1=S,/,/,-1.1,-0.9,-4,/,-5,/,0.6
Brc1ccc(/C=N/Nc2ccccn2)cc1,5,0,78*,0.0,-15,-1,14,5,15
COc1ccc(NC(=O)N2CCCC(C(=O)NC(C)C)C2)cc1 (stereo not drawn),6,-8,0.7,0.6,-8,1,12,12,0.7
N#Cc1c(-c2cccnc2)c2c([nH]c1=O)-c1ccccc1OC2,5,82*,2.0,1.5,2,10,130*,-6,0.6
O=C1CCCC2=C1C(c1cccs1)n1nc(SCc3ccccc3)nc1N2 (stereo not drawn),6,25,-0.3,-0.6,-11,7,4,15,-10
O=C(NCCC1=CCCCC1)C1CCN(S(=O)(=O)c2ccc(-n3cnnn3)cc2)CC1,14,0,-0.4,-1.2,-5,-1,1,-24,-0.5
COC(=O)c1ccc(-c2ccc(OC)c([C@H]3[C@H]4C=CC[C@@H](C)[C@@H]4C(=O)N3Cc3ccccc3)c2)cc1,21,1,0.8,/,/,2,26,29,-0.5
O=C(/C=C/c1ccco1)N1CCN(c2ccccc2)CC1,10,0,0.2,0.8,-2,9,2,-9,-1.1
O=C(O)c1ccc(N=NN2CCOCC2)cc1,7,0,-0.1,1.9,0,0,-2,13,0.7
CN(C)C(=O)c1nc2ccc(Cl)cn2c1CN1CCN(c2ncccn2)CC1,6,1,-0.2,0.8,0,0,17,-21,1.1
COc1ccc(OC)c(-n2c(-c3cc(-c4ccccc4)n[nH]3)n[nH]c2=S)c1,5,17,0.0,-0.2,-18,9,5,15,-0.7
CCOc1ccc(C(C)=O)cc1COC(=O)C1=COCCO1,13,-10,0.4,-0.5,-2,-1,1,8,-1.7

# Reformatted with tabs: 4 of the compounds above
SMILES	PGE2 EP2 inh	Runt-SMMHC FRET	zVAD death inh	PERK inhibitor	RBBP9 inh	Runt-CBFb FRET	Hck-Nef inh	EP2 modulator	TNF death inh
CCSc1ccccc1C(=O)N1CCN(c2ccccc2F)CC1	8	1	1.1	0.2	1	0	13	9	-0.7
COc1ccc(NS(=O)(=O)c2cc(-c3nnnn3C)ccc2OC)cc1	6	-3	-0.1	0.6	6	-2	2	-44	-0.7
c1ccc(C2Nc3ccccc3-c3nc4ccccc4n32)cc1 (stereo not drawn)	4	14	0.2	-0.7	-3	2	10	39	-1.2
O=C(Nc1cccc(Oc2ccc(C(=O)O)c(C(=O)O)c2)c1)c1ccc(-c2ccccc2)cc1	7	-9	0.8	1.2	-13	-9	66*	-41	3.0

# (cont.)
SMILES,PGE2 EP2 inh,Runt-SMMHC FRET,zVAD death inh,PERK inhibitor,RBBP9 inh,Runt-CBFb FRET,Hck-Nef inh,EP2 modulator,TNF death inh
O=C(COC(=O)c1ccccc1Br)Nc1cc(S(=O)(=O)N2CCOCC2)ccc1N1CCCC1,2,-4,-0.2,0.6,3,0,-1,-59,2.0
O=C(O)CN(Cc1ccco1)S(=O)(=O)c1ccc(F)cc1,7,/,0.2,0.1,1,/,2,25,1.1
COCCNC(=S)Nc1ccccc1[N+](=O)[O-],8,-3,0.6,1.8,-5,10,25,5,0.4
Cc1csc(SCC(=O)NC2CCCCC2)n1,13,0,-0.7,-0.2,-6,-1,1,9,1.0
CCOC(=O)C1Cc2c([nH]c3ccccc23)CN1 (stereo not drawn),12,0,0.1,1.4,4,-6,-1,5,-1.5
Cc1ccc(NC(=O)c2cc(S(=O)(=O)c3ccccc3)ccc2Cl)cc1,17,4,-0.1,-0.3,-4,0,1,-14,0.3
Cc1c(NC(=O)c2cccc(F)c2)c(=O)n(-c2ccccc2)n1C,6,-2,0.0,0.7,5,0,1,14,-1.6
CCCCNC(=O)c1onc(CSc2ccccc2F)c1C(=O)O,17,4,0.2,1.7,-9,0,0,8,-2.2
COCCCNC(=O)/C(C#N)=C/c1ccc(OCC(=O)O)c(OC)c1,9,2,0.4,0.6,3,3,4,9,0.1
Cc1cc(F)ccc1NC(=O)c1cnccn1,4,-6,1.1,0.2,-11,0,22,-3,0.3
C=CCN1C(c2ccccc2)=CS/C1=C(/C#N)c1nnc(N2CCOCC2)n1-c1ccccc1,8,3,-0.1,-0.5,-3,-2,10,-13,3.7
COC(=O)COc1cccc2c(=O)n(CC(=O)N3CCC(C)CC3)ccc12,11,-1,-0.7,-0.4,4,-1,22,30,0.2
Cc1ccc(OCC(=O)N/N=C2/SCC(=O)N2Cc2ccco2)cc1,4,-5,1.1,0.1,-1,-7,9,5,-0.2
COC(=O)Nc1nnc(Cc2ccccc2)s1,6,0,0.5,0.0,-7,0,-2,7,0.1
Oc1ccc(CN2CCN(c3ccccc3)CC2)c2cccnc12,13&13,-4,-1.2,0.2,-5,-2,6,11&21,-8.0
Cc1ccccc1-c1nnc(Cc2ccccc2)o1,5,0,-0.2,0.2,-6,-1,1,-14,-0.1
O=C1CC(c2ccc(Cl)cc2)n2nc(N3C(=O)c4ccccc4C3=O)nc2N1 (stereo not drawn),10,3,0.0,1.0,-1,-1,0,26,-0.5
